# KRASV12 cytotoxicity: cytotoxicity in KRAS-transformed pancreatic duct cells, primary screen, cell-based, fluorescence, HTS (AID 431); 63,000 tested, 1.7% active; cytotoxicity, % at 10 µM, or EC50 in µM where a hit was titrated; HPDE-C7K KRASV12 cells, Alamar Blue viability, 48 h; higher % means a stronger effect;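 active = compounds whose percent cytotoxicity in the single-dose primary screen, scaled between solvent and toxic-drug controls, exceeds 50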;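 also: 0% = DMSO solvent wells and 100% = doxorubicin-treated wells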
# DPM-DC inhibit: blocks S. pneumoniae diphosphomevalonate decarboxylase; purified DPM-DC, PK/LDH coupled NADH fluorescence; calls only at 10 µM; 65,000 tested, 0.49% active; AID 556;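 active = the 320 compounds with the highest percent inhibition in the single-dose primary screen, excluding strongly autofluorescent ones, cut at about 32% in these data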;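 also: kinetic rate of NADH fluorescence loss reporting ADP formed by the decarboxylase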
# HT1080 viability: cytotoxicity in HT1080 fibrosarcoma cells, cell-based, fluorescence readout (AID 620); HT1080 viability, fluorescence; higher % means a stronger effect; one-dose cytotoxicity, % at 10 µM; EC50 in µM for titrated hits; 87,000 tested, 0.42% active;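 also: cells exposed to compound overnight then 4 h with Alamar Blue; 0% = vehicle DMSO and 100% = killing control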
# LYP inhibition: LYP phosphatase inhibitors, primary screen, biochemical, DiFMUP fluorescence, recombinant catalytic domain, 10 µM (AID 606). recombinant LYP catalytic domain, DiFMUP fluorescence; higher % means a stronger effect. inhibition, % at 10 µM; hits with a dose series show IC50 in µM. 52,000 tested, under 10 active;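 active = IC50 under 40 µM in the dose-response test; inactive = IC50 of 40 µM or more, or never dose-tested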
# Bfl-1 displacement: Bfl-1 inhibitors, primary screen, biochemical, fluorescence polarization, FITC-Bid, mouse (AID 432); 64,000 tested, 0.02% active; FITC-Bid BH3 peptide fluorescence polarization displacement; higher % means a stronger effect; displacement, % at 20 µM, or IC50 in µM where a hit was titrated; in the data active = a potency from the dose series; inactive = the rest, 99 in 100 with displacement below about 15%; also: strong numbers were not always called active
# TNAP inhibition: human TNAP enzyme inhibitors, biochemical, luminescent (AID 518). purified TNAP enzyme, luminescent substrate readout; higher % means a stronger effect. inhibition, % at 20 µM, or IC50 in µM where a hit was titrated. 64,000 tested, 0.09% active; in the data active = a potency from the dose series; inactive = the rest, 99 in 100 with inhibition below about 22%;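 also: plate controls were vehicle for no effect and reference inhibitor for full effect; many of its hits are not listed in these tables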
# PMK inhibit: blocks S. pneumoniae phosphomevalonate kinase; purified PMK, PK/LDH-coupled NADH absorbance 340 nm; inhibition, % at 10 µM; 65,000 tested, 0.49% active; AID 539;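 active = top-ranked compounds by inhibition in the single 10 µM screen, taking a fixed number of the strongest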;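 also: 0% = full reaction with DMSO carrier and 100% = background rate without enzyme reaction; no value below 0 was filed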
# HPDE-C7 cytotoxicity: cytotoxicity in HPDE-C7 cells, cell-based, fluorescence, HTS (AID 430) | HPDE-C7 pancreatic duct cells viability, fluorescence; higher % means a stronger effect | cytotoxicity, % at 10 µM, or EC50 in µM where a hit was titrated | 63,000 tested, 1.8% active;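 also: cells exposed to compound for 48 hours before viability readout; 0% = vehicle and 100% = reference cytotoxic drug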
# Spn MK inh: inhibitors of Streptococcus pneumoniae mevalonate kinase | AID 555 | inhibition, % at 10 µM | 65,000 tested, 0.48% active | purified MK, PK/LDH-coupled NADH absorbance 340 nm;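 active = ranked among the strongest by inhibition in the single 10 µM screen, a fixed top-ranked set picked for dose follow-up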; also: no value below 0 was filed
# PMK inhibit pilot replicates: also measured in PMK inhibit; calls as there; inhibition, %; measured here: pilot screen replicates
# Spn MK inh pilot replicates: second read-out of Spn MK inh, no call of its own (marks repeat the call); inhibition, %; measured here: pilot screen replicates
# DPM-DC inhibit pilot screen %: further read-out of DPM-DC inhibit, marked with its call; inhibition, %; measured here: pilot screen trials
# Starred values were filed as active, the others as inactive; i = inactive; x = not tested or not shown. Rule as the data show it, unless noted: active = cytotoxicity above about 50%; inactive = the rest.
SMILES,KRASV12 cytotoxicity,DPM-DC inhibit,HT1080 viability,LYP inhibition,Bfl-1 displacement,TNAP inhibition,PMK inhibit,HPDE-C7 cytotoxicity,Spn MK inh,others
CC1CCN(C(=O)C2c3ccccc3C(=O)N3CCc4ccccc4C23)CC1 (stereo not drawn),1%,i,-15%,-4%,-8%,7%,12,0%,4,
Cn1cnnc1SCc1ccc(C#N)cc1Cl,3%,i,9%,-3%,6%,4%,12,-11%,10,
C[C@H](NC(=O)OC(C)(C)C)c1nnc(SCC(N)=O)o1,-8%,i,10%,x,-10%,7%,7,-2%,2,
O=C(NCc1ccco1)C(c1cccs1)N(C(=O)C1COc2ccccc2O1)c1cccc(O)c1 (stereo not drawn),8%,i,-11%,12%,2%,10%,7,11%,0,
COc1cccc(NC(=O)CC2(CC(=O)O)CCCC2)c1,3%,i,-8%,7%,-4%,1%,16,-3%,9,
CCOc1cc(C(=O)NC(C)COC)cc(OCC)c1OCC (stereo not drawn),-18%,i,-6%,10%,-6%,-9%,12,-3%,0,
Cc1cccc2[nH]c3c(=O)n(CCN4CCNCC4)cnc3c12,5%,i,8%,x,4%,-2%,10,18%,10,
Cn1c(=O)c2c(ncn2CC(=O)Nc2ccccc2Sc2ccccc2)n(C)c1=O,3%,i,-5%,11%,0%,7%,13,3%,10,
COc1ccc(C(C)=O)cc1COC(=O)Cc1n[nH]c(=O)c2ccccc12,28%,i,2%,3%,-4%,15%,17,9%,7,
CCCn1nc(NS(=O)(=O)c2ccccc2)c2cc3ccccc3nc21,2%,i,-7%,4%,6%,12%,7,-6%,4,PMK inhibit pilot replicates=0.0;Spn MK inh pilot replicates=0.0;DPM-DC inhibit pilot screen %=0.5
COCCn1c(-c2ccco2)nc2nc3ccccc3nc21,12%,x,18%,8%,0%,22%,7,-4%,7,PMK inhibit pilot replicates=0.0;Spn MK inh pilot replicates=4.0
O=C(CCn1c(=S)[nH]c2ccccc2c1=O)NCC1CCCO1 (stereo not drawn),8%,i,5%,x,-3%,20%,10,2%,5,PMK inhibit pilot replicates=4.5;Spn MK inh pilot replicates=0.0;DPM-DC inhibit pilot screen %=0.5
COc1cc(-c2nnc(COC(=O)CSc3cc(C)c4ccccc4n3)o2)cc(OC)c1OC,-6%,i,5%,x,0%,6%,16,3%,0,
COc1ccccc1OCc1nnc(SCC(=O)N2CCCCC2)n1-c1ccccc1,10%,i,8%,20%,-5%,7%,7,7%,0,
COc1ccc(OCc2nnc3n2N=C(c2ccc(Br)cc2)CS3)cc1,11%,i,0%,0%,-4%,4%,5,7%,3,
COCC(=O)N(Cc1ccco1)c1nnc(C2CCOC2)s1 (stereo not drawn),-5%,i,2%,x,-7%,11%,12,1%,7,
O=C(NCc1ccc2c(c1)OCO2)c1ccc(C2SCC(=O)N2Cc2ccco2)cc1 (stereo not drawn),-15%,i,3%,0%,4%,10%,6,-14%,8,
COc1ccc(CCNCc2csc3nc4ccccc4n23)cc1OC,2%,i,0%,x,-2%,10%,1,9%,6,
O=C(CN1C(=O)COc2ccccc21)N1CCc2ccccc21,-15%,i,-6%,3%,-6%,-4%,10,-4%,10,
COC(=O)c1ccccc1NC(=O)CSc1nnc(-c2ccncc2)o1,-20%,i,-4%,2%,-6%,16%,8,0%,11,PMK inhibit pilot replicates=0.0;Spn MK inh pilot replicates=0.0;DPM-DC inhibit pilot screen %=0.0

# Compounds from the list above that have a halogen (2):
SMILES,KRASV12 cytotoxicity,DPM-DC inhibit,HT1080 viability,LYP inhibition,Bfl-1 displacement,TNAP inhibition,PMK inhibit,HPDE-C7 cytotoxicity,Spn MK inh,others
Cn1cnnc1SCc1ccc(C#N)cc1Cl,3%,i,9%,-3%,6%,4%,12,-11%,10,
COc1ccc(OCc2nnc3n2N=C(c2ccc(Br)cc2)CS3)cc1,11%,i,0%,0%,-4%,4%,5,7%,3,

# Next part.
SMILES,KRASV12 cytotoxicity,DPM-DC inhibit,HT1080 viability,LYP inhibition,Bfl-1 displacement,TNAP inhibition,PMK inhibit,HPDE-C7 cytotoxicity,Spn MK inh,others
O=C(NC1CCCCC1)C1CCCN1C(=O)NCc1ccccc1 (stereo not drawn),12%,i,5%,11%,1%,24%,13,-6%,7,PMK inhibit pilot replicates=2.0;Spn MK inh pilot replicates=0.0;DPM-DC inhibit pilot screen %=0.0
CC(=O)OC[C@H]1O[C@@H](n2ncc(=O)[nH]c2=O)[C@H](OC(C)=O)[C@@H]1OC(C)=O,55%*,i,22%,19%,-2%,13%,7,56%*,3,PMK inhibit pilot replicates=5.5;Spn MK inh pilot replicates=0.0;DPM-DC inhibit pilot screen %=2.0
Cc1cc(C)n(-c2nc(NCC3CCCO3)c3c4c(sc3n2)COC(C)(C)C4)n1 (stereo not drawn),19%,x,x,6%,-3%,-2%,9,14%,7,
CC(NS(=O)(=O)c1ccc(OCC(=O)N2CCOCC2)c(Cl)c1)c1ccccc1 (stereo not drawn),15%,i,3%,-5%,1%,16%,0,3%,0,PMK inhibit pilot replicates=3.0;Spn MK inh pilot replicates=0.0;DPM-DC inhibit pilot screen %=2.5
COc1ccc(-c2ccc(-c3noc(-c4ccccc4)n3)c(OC)n2)cc1,-1%,x,-7%,6%,-44%,17%,16,-13%,10,PMK inhibit pilot replicates=4.5;Spn MK inh pilot replicates=0.0
CS(=O)(=O)N1CCC(C(=O)Nc2ccccc2Sc2ccccc2)CC1,-13%,i,0%,22%,-1%,7%,14,-7%,12,
O=C(Cn1c(=O)n(CCC(=O)N2CCc3ccccc3C2)c(=O)c2ccccc21)NCC1CCCO1 (stereo not drawn),-3%,i,1%,-15%,1%,10%,16,-10%,0,
N#Cc1cc2c(nc1SCC(=O)Nc1nccs1)CCCCC2,x,i,x,14%,x,x,0,x,7,
c1cncc(-c2cccnc2)c1,-3%,i,-7%,6%,-3%,0%,9,-12%,0,
COc1ccc(N(CC(=O)Nc2cccc(C(C)=O)c2)S(C)(=O)=O)cc1OC,-4%,i,-3%,-7%,-1%,0%,3,-1%,8,
O=c1[nH]c(Nc2ccccc2)cc2ccccc12,1%,x,2%,-3%,x,10%,10,-22%,2,PMK inhibit pilot replicates=0.0;Spn MK inh pilot replicates=0.0
CCOc1cc(N2CCOCC2)c(OCC)cc1NC(=O)CN1C(=O)NC(Cc2ccccc2)C1=O (stereo not drawn),3%,i,-2%,x,-4%,0%,11,18%,1,
Cc1cccc(N2CCN(C(c3ccccc3)c3nnnn3CC3CCCO3)CC2)c1C (stereo not drawn),2%,i,-10%,12%,3%,15%,10,1%,1,
COc1ccc2cc(C#N)c(SCC(=O)N3CCCC3)nc2c1,6%,i,18%,3%,-6%,9%,1,8%,0,PMK inhibit pilot replicates=1.0;Spn MK inh pilot replicates=3.5;DPM-DC inhibit pilot screen %=13
CC1Cc2ccccc2N1C(=O)Cc1cccs1 (stereo not drawn),-6%,i,2%,3%,-3%,16%,2,-9%,5,PMK inhibit pilot replicates=0.0;Spn MK inh pilot replicates=0.5;DPM-DC inhibit pilot screen %=0.0
Cc1ccc(-n2c(SCC(=O)Nc3ccc4cn[nH]c4c3)nnc2-c2ccco2)cc1,-9%,i,10%,12%,-5%,2%,4,-17%,7,
Cn1c(=O)[nH]c(=O)c2c1nc(SCCN1CCCCC1)n2Cc1ccccc1,x,i,-11%,7%,x,x,0,x,7,
COc1cccc(OC)c1C(=O)N1CCN(Cc2ccccc2C(F)(F)F)CC1,-5%,i,-12%,7%,-2%,7%,2,-6%,23,
COC(=O)Cn1cc(C(=O)c2cccs2)c2ccccc21,6%,i,2%,-3%,0%,9%,5,-19%,3,PMK inhibit pilot replicates=3.5;Spn MK inh pilot replicates=0.0;DPM-DC inhibit pilot screen %=1.0
Cc1nn(C)c(C)c1NC(=O)c1ccc(S(=O)(=O)N(C)C)cc1,10%,i,6%,-2%,-7%,3%,7,9%,7,
CCOC(=O)c1nc(Nc2ccc(C(=O)O)cc2)c2ccccc2n1,-1%,i,-2%,0%,-4%,7%,10,-8%,12,
O=C(COc1ccc(Cl)cc1Cl)Nc1ccc(Cl)cn1,-20%,i,-5%,9%,-3%,17%,2,-9%,4,
CCN1CCN(c2ccc(-n3c(C)nc4c(cnn4-c4ccccc4Cl)c3=O)cc2)CC1,-7%,i,-3%,x,-9%,12%,13,-2%,1,
c1ccc(OCCn2c(-c3ccco3)nc3ccccc32)cc1,-24%,i,6%,13%,-3%,6%,0,-22%,0,
CC(C)(C)NC(=O)Cn1c(=O)oc2ccc(Cl)cc21,-10%,i,-1%,2%,-2%,16%,0,-13%,4,PMK inhibit pilot replicates=0.0;Spn MK inh pilot replicates=4.0;DPM-DC inhibit pilot screen %=0.0
CCCCOc1ccc(-c2ncc(C(=O)O)c(C)n2)cc1,x,i,6%,4%,0%,5%,10,x,8,
CCN(CC)C(=O)CN(Cc1ccccc1)S(=O)(=O)c1ccc(F)cc1,1%,i,-3%,-11%,-1%,13%,4,2%,2,
CCOC(=O)CCCNC(=O)c1cncc(Br)c1,-8%,i,x,6%,-6%,6%,0,-7%,10,
O=C1OC(Nc2nccs2)c2ccccc21 (stereo not drawn),1%,i,20%,2%,-4%,-3%,5,3%,5,
COc1ccc2c(c1)C(C)=CC(C)(C)N2C(=O)CSc1nnc(-c2ccc(C)cc2)o1,9%,i,0%,-13%,4%,19%,12,0%,9,PMK inhibit pilot replicates=0.0;Spn MK inh pilot replicates=3.0;DPM-DC inhibit pilot screen %=0.0
N#Cc1ccc(CSc2nnc(-c3cccnc3)n2-c2ccccc2)cc1,17%,i,-4%,5%,-4%,13%,1,-6%,7,
N#Cc1ccsc1NC(=O)c1ccccn1,-2%,i,-2%,x,-4%,12%,0,-19%,12,
Cc1ccc(NC(=O)CSc2nnc(Cn3c(=O)sc4ccccc43)n2C)cc1Cl,3%,i,2%,-6%,-4%,11%,29*,-1%,4,
N#Cc1nc(-c2cccc3ccccc23)oc1N1CCCCC1,-7%,x,6%,x,-9%,6%,13,-8%,6,
CN1C(=O)N(CN2CCCCC2)C2C1N(C)C(=O)N2CN1CCCCC1 (stereo not drawn),-2%,i,-12%,11%,-2%,16%,14,9%,12,
Cc1nn(C(C)C(=O)O)c(=O)c2c1sc1ccccc12 (stereo not drawn),-4%,i,-2%,0%,-5%,10%,8,-12%,0,
CCC(=O)n1nc(NCc2ccccc2OC)nc1NCc1ccccc1OC,-10%,i,-2%,16%,4%,6%,9,-8%,3,
O=C(Nc1nnc(CCN2CCOCC2)s1)C1CCCCC1,-10%,i,18%,x,-10%,4%,9,-3%,11,
O=C(CSc1nc2ccsc2c(=O)n1Cc1ccccc1)NCc1ccco1,-3%,i,9%,16%,6%,14%,7,-12%,9,
CCCc1cc(C(=O)Nc2cc(OC)c(Cl)cc2OC)no1,0%,i,-4%,16%,-7%,9%,2,-7%,4,
Clc1ccc(CSc2nnc([C@@H]3CCCN3)o2)cc1,-15%,i,-13%,15%,-3%,3%,12,1%,0,
CCCCn1nnc(NC(=O)CC23CC4CC(CC(C4)C2)C3)n1,2%,i,2%,3%,-3%,-4%,1,-5%,0,
